PG9 binder – binders of HIV-1 gp120 antibody PG9, primary screen, biochemical, TR-FRET; TR-FRET gp120-PG9 antibody binding; inhibition, % at 6.7 µM; AID 624416, 2012; 0.43% of 360,000 active; in the data active means inhibition above about 8.5%
Rev-erbA mod – modulators of Rev-erb alpha DNA binding, primary screen, biochemical, FITC-DNA, fluorescence polarization, uHTS | 0.79% of 370,000 active | activity, % at 10 µM | Nuclear receptor subfamily 1 group D member 1 (Homo sapiens), P20393 | Rev-erbα–FITC-DNA binding, 90 min | AID 1259318, 2017;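 active means activity above about 14%, limit read from the data; passing the limit was not always enough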;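 further: 0% = DMSO wells with 35 nM protein and 100% = DMSO wells with 750 nM protein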
Target sequence (P20393 whole entry, looked up): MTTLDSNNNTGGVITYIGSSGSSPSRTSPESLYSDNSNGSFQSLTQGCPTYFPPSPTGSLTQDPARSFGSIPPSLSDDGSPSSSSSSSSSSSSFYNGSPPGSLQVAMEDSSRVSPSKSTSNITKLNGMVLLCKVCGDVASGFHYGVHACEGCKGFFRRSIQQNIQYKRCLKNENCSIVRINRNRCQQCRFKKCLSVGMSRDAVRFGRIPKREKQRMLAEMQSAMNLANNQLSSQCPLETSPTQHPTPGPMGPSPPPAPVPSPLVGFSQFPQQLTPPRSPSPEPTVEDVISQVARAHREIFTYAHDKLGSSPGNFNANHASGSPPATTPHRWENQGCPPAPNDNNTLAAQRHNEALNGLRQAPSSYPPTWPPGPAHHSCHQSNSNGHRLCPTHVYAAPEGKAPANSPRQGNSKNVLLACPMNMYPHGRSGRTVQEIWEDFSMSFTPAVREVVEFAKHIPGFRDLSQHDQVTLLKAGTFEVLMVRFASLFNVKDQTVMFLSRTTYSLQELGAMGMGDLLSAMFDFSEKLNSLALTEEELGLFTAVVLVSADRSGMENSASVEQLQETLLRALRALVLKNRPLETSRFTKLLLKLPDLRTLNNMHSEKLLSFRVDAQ
LEDGF integ inh – blockers of LEDGF/p75-dependent integrase strand transfer – biochemical, TR-FRET, high throughput, primary screen; TR-FRET IN-LEDGF/p75 DNA integration, Eu/Cy5; HIV-1 integrase (with human LEDGF/p75); AID 743269, 2014; inhibition, % at 3.7 µM; 0.64% of 370,000 active;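 active means inhibition above the screen-wide mean plus 3 SD, cut at about 13% in these data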;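 further: signal is the Cy5 over europium emission ratio at 671 and 618 nm; 0% = plate median of compound wells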
mABHD4 FP – ABHD4 inhibitors, primary screen, biochemical, fluorescence polarization, mouse. 0.54% of 370,000 active. purified mABHD4, FP-Rh probe fluorescence polarization. inhibition, % at 8.92 µM;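 active means inhibition exceeding the mean over every tested compound plus 3 SD, cut at about 30% in these data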;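 further: 0% = plate median of compound wells and 100% = S159A mutant with DMSO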
Target sequence (Q8VD66 whole entry, looked up): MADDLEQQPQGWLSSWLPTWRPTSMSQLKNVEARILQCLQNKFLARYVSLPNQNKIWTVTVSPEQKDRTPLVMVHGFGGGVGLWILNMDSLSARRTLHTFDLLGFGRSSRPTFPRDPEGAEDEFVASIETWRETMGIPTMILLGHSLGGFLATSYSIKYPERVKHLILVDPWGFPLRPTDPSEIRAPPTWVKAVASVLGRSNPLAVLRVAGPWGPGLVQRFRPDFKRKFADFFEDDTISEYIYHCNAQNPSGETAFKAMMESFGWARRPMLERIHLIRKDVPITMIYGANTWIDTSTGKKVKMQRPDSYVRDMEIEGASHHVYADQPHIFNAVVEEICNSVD
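system = mouse ABHD4 enzyme, wild type | medium = HEPES pH 7.0, NaCl, Pluronic buffer | also added = FP-Rh probe | incubation = Enzyme–compound pre-incubation 45 min, then probe 60 min, both 25 °C | technique = fluorescence polarization, excitation 525 nm, emission 598 nm, BODIPY TMR filters | controls = S159A mutant high control, sample median low control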
UHRF1 MBD2 ctr – UHRF1 methylated DNA binding inhibitors, primary screen, counter-screen for MBD2 inhibitor project, biochemical, TR-FRET, human UHRF1, single concentration. E3 ubiquitin-protein ligase UHRF1 (Homo sapiens), Q96T88. UHRF1 binding to methylated oligo. inhibition, % at 4.4 µM. 0.75% of 370,000 active; in the data active means inhibition above about 21%;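 further: UHRF1 SRA domain binding a hemimethylated CpG hairpin DNA probe; 0% = median of test compound wells and 100% = reference inhibitor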
MBD2 inh – inhibitors of MBD2 binding to methylated DNA, primary screen, biochemical, TR-FRET, DNA-binding domain, human; Methyl-CpG-binding domain protein 2 (Homo sapiens), Q9UBB5; MBD2 binding to methylated oligonucleotide; inhibition, % at 4.4 µM; 0.31% of 370,000 active; in the data active means inhibition above about 13%
HTRA1 inhibitor – HTRA1 serine protease inhibitors, primary screen, biochemical, fluorescence polarization, HTS; Q92743; recombinant HTRA1, FP-rhodamine activity-based probe; inhibition, % at 5.96 µM; 0.5% of 340,000 active; AID 504803, 2011; in the data active means inhibition above about 36%;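 further: 0% = enzyme with DMSO and 100% = wells lacking enzyme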
rCAG RNA binder – binders of r(CAG) RNA repeats, primary screen, biochemical, fluorescence; r(CAG) RNA repeat, TO-PRO-1 dye displacement fluorescence; inhibition, % at 3 µM; 1.3% of 370,000 active;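 active means inhibition above the plate cutoff, the mean of all test compounds on that plate plus 3 SD, cut at about 35% in these data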;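 further: 0% = DMSO alone and 100% = 100 µM mitoxantrone as full dye displacement; higher means more dye released from RNA so lower well fluorescence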
PRMT1 inh – PRMT1 methyltransferase inhibitors, primary screen, biochemical, fluorescence polarization; AID 652257, 2013; Protein arginine N-methyltransferase 1 (Homo sapiens), Q99873; recombinant PRMT1, activity-based probe fluorescence polarization; 1.3% of 370,000 active; inhibition, % at 2.79 µM;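 active means inhibition above about 21% made by adding two undisclosed values, limit read from the data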
TCR CD3 inh – inhibitors of human TCR-CD3 interaction, primary screen, biochemical, fluorescence, TAMRA-labeled TCR probe; T-cell receptor (TCR); inhibition, % at 9.4 µM; 0.37% of 360,000 active; AID 651800, 2012; in the data active means inhibition above about 19%;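 further: recombinant mutant TCR 2C K166C tagged with TAMRA read by polarization; 0% = receptor in buffer alone and 100% = receptor with positive control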
* hit, by the source's call; / = not tested or not shown.

SMILES	PG9 binder	Rev-erbA mod	LEDGF integ inh	mABHD4 FP	UHRF1 MBD2 ctr	MBD2 inh	HTRA1 inhibitor	rCAG RNA binder	PRMT1 inh	TCR CD3 inh
CCc1c(C(=O)NNC(=S)NC2CCCCC2)csc1C	0.7	-5.2	2.1	5.1	-2.5	1.2	-0.4	2.6	-3.3	-2.7
O=C(N/N=C/c1cccc(O)c1)c1csc2ccccc12	-3.4	-0.3	-2.9	-21.4	-0.9	-6.4	-33.3	3.6	-0.5	-8.0
CCOc1ccc(-n2c(=O)c3sccc3n(CC(=O)NCc3ccco3)c2=O)cc1	-2.2	2.3	-0.1	-4.0	-0.2	-1.9	2.1	2.3	-1.1	11.4
Cc1ccc(NC(=O)COc2ccc(-c3nnco3)cc2)cc1S(=O)(=O)N1CCOCC1	-1.3	-1.2	3.2	-9.8	-1.0	-7.2	2.4	14.0	-4.6	4.6
CC(C)(C)OC(=O)C(C1NC(C(=O)O)C(C)(C)S1)N1C(=O)c2ccccc2C1=O (configuration not stated)	-2.4	2.5	2.0	-1.7	-2.2	0.9	5.7	16.5	-1.9	-2.0
O=c1[nH]cnc2c1ncn2-c1ccc(Cl)cc1	-0.2	0.7	0.7	2.1	-1.2	2.5	0.8	0.5	-2.4	-0.2
Cc1ccc(NC(=O)CCNS(=O)(=O)c2ccc3[nH]c(=O)oc3c2)cc1F	-1.8	5.5	3.0	5.8	0.0	2.1	4.2	4.7	-0.6	4.9
N#C/C(=C\c1ccc2c(c1)OCO2)C(N)=S	-1.1	-2.9	-3.4	7.8	-0.1	-1.9	/	1.3	25.5*	3.3
N#Cc1ccc(-c2ccc(F)cc2)nc1SCC(=O)Nc1sc2c(c1C#N)CCC2	-0.4	31.7*	0.3	11.2	-1.9	0.5	0.0	8.7	-2.4	3.8
COc1ccc(/C=N/Nc2ncnc(Cl)c2N)cc1OC	-7.2	2.0	-1.6	5.4	-3.6	-6.2	-1.3	2.2	5.9	8.3
COc1cc(N)c(C(O)c2nccc3cc(OC)c(OC)cc23)cc1OC (configuration not stated)	-2.0	1.9	0.7	-5.6	0.3	6.1	14.9	7.7	0.9	-0.4
CCOC(=O)c1ccc2c(c1)n(CCO)c(C)[n+]2CC	-0.7	-1.6	3.5	-2.6	0.1	-1.6	3.2	-0.8	0.9	3.8
COC(=O)c1nn(-c2ccccc2)ccc1=O	1.5	-3.4	0.4	2.6	1.6	-0.5	4.2	-0.3	-0.7	0.0
Nc1cc([N+](=O)[O-])ccc1O	-10.4	9.7	-9.1	12.9	-5.8	-18.7	2.7	4.4	4.3	-1.1
CC1(C(=O)NS(=O)(=O)C2CC2)CCN(C(=O)c2ccccc2F)C1 (configuration not stated)	1.1	5.9	-1.3	8.1	5.7	-0.1	/	1.5	-1.7	-7.4
COc1ccc(CCNC(=O)CSc2cccc3cccnc23)cc1OC	-0.6	-2.8	3.3	-9.6	-14.8	0.3	-1.9	-3.3	1.8	5.0
CCOC(=O)c1c(NC(=O)C(=O)N/N=C/c2ccccc2O)sc2c1CCCCC2	-0.5	7.4	0.0	-0.8	-3.2	-3.8	4.1	2.3	0.4	8.5
Cc1ccc(S(=O)(=O)N2CCC(N3CCCCCC3)CC2)cc1	0.3	1.6	0.8	4.8	-1.3	3.8	-0.9	2.1	-3.5	3.3
O=C(c1ccccc1)n1nc(-c2ccccc2)nc1NCc1ccco1	-1.2	9.1	8.2	6.1	-1.1	-6.9	21.4	3.1	-3.7	1.9
CC(C)C(NC(=O)C1(NC(=O)OCc2ccccc2)CCCC1)C(=O)O (configuration not stated)	-0.5	8.9	-0.5	-0.2	-2.5	-3.6	-2.6	3.9	-1.0	5.8
CN1CCN(c2ccc(CNS(=O)(=O)Cc3ccc(Cl)cc3)cc2)CC1	0.6	0.1	-3.6	4.4	10.2	6.8	4.2	-3.0	5.1	7.4
Cc1cccn2cc(CCNC(=O)c3ccco3)nc12	3.5	-1.2	-5.1	-0.8	0.0	1.6	-6.2	0.5	1.7	-8.2
CC1=CC2=C(C=O)C(=O)C(C)(O)C(O)C2=CO1 (configuration not stated)	0.6	8.3	1.2	-0.8	-2.6	4.6	0.2	-1.4	1.0	-6.6
Cc1ccc2c(c1)/C(=C/c1ccccc1C)C(=O)N2	-1.1	-4.9	-1.4	-7.0	-2.1	3.0	-30.4	-2.1	0.6	-1.1
CCc1nc2ccc(C(=O)N(CC)CCN(C)C)cn2c1N(C)C(=O)c1cccc(OC)c1	-1.2	-4.3	-0.1	7.8	1.1	-3.9	/	1.0	-7.8	5.3
Cn1c(=O)c(-c2cc(=O)[nH][nH]2)c(O)c2ccccc21	-1.8	8.6	3.1	13.4	-4.8	-6.0	/	3.0	3.1	19.3*
COc1ccc(-c2c3c(=O)n(C)c(=O)n(C)c3cn2C2CCCCC2)cc1	-1.0	5.6	-0.5	-2.5	1.5	0.0	-11.5	-5.9	-2.0	-3.0
COc1cc(O)c(C(CCN2CCOCC2)c2cc(OC)c(OC)c(OC)c2)c(OC)c1 (configuration not stated)	-1.6	4.9	-1.0	-5.0	-1.0	-5.1	0.1	2.1	0.9	-2.6
COc1cccc(CC(=O)NNC(=O)CN(C)S(=O)(=O)c2ccc(C)cc2)c1	-0.1	-3.8	0.7	-2.8	0.5	-5.8	0.4	3.2	0.1	6.0
Cc1ccc(S(=O)(=O)Nc2ccccc2F)cc1C(=O)N1CCCC1	1.4	0.6	2.4	-5.1	1.8	-3.5	6.3	1.5	-1.4	-1.5
CC1CCN(CCCOc2ccc(Cl)cc2Br)CC1	1.6	0.4	1.4	8.4	1.0	-2.7	-9.3	-3.7	-7.1	-2.1
Cc1cc(C(=O)COC(=O)c2cc(Cl)c(O)c(Cl)c2)c(C)n1C	-1.5	-29.3	42.6*	24.5	33.4*	17.5*	5.2	27.3	5.7	-1.8
Nn1c(Cc2cccc3ccccc23)nnc1SCCOc1ccc(Br)cc1	-1.5	9.8	-0.4	-20.0	-2.7	2.5	-59.8	0.0	-1.8	-5.7
COc1ccc(CN2C(=O)C(CC(=O)NC3CCCCC3)CC(C(=O)N(C)C)=C2C)cc1 (configuration not stated)	-1.6	2.2	0.3	2.2	1.9	-6.6	3.5	-2.1	3.5	-5.5
O=C(Cn1nc(-c2ccc(Cl)cc2)ccc1=O)NCC1COCCO1 (configuration not stated)	-1.5	2.3	4.6	3.2	-0.6	1.6	-6.2	-1.4	-1.5	2.2
CC1CC(C)CN(CC(=O)c2cccs2)C1 (configuration not stated)	0.6	1.8	-1.2	3.3	2.9	1.0	1.2	0.2	-0.5	-1.7
Cc1nn(Cc2c(F)c(F)c(F)c(F)c2F)c(C)c1NC(=O)c1nn(C)cc1Br	0.2	-4.1	-1.5	0.0	1.1	-1.6	-0.6	-6.9	0.4	7.8
COc1ccc2[nH]c(=O)c(CN(Cc3nnnn3Cc3ccco3)C3CCCCC3)cc2c1	-0.2	-2.4	-0.4	-1.1	0.6	-2.4	11.8	0.3	2.1	0.8
Cc1ccc(C(=O)NCC(c2ccco2)N2CCCCC2)s1 (configuration not stated)	0.7	0.1	0.5	-3.2	-1.8	5.1	-5.1	8.0	-1.3	-1.9
Nc1ccccc1C(=O)N1CCCC1	-0.8	-3.1	-1.5	-12.0	4.1	3.7	0.2	-0.6	2.4	-2.0
COC(=O)c1[nH]c2ccc(C)cc2c1NC(=O)CN1CCCc2ccccc21	-2.8	-3.3	-0.3	5.2	-2.1	4.0	26.6	7.4	4.7	-4.6
COCCCn1c(C)nnc1SCc1ccc(C(C)(C)C)cc1	0.3	0.2	-5.2	-7.6	7.2	-2.4	10.5	-5.5	7.3	7.5
CCCCN(C)c1c(C)nc2ccc(C(=O)NCCc3c[nH]c4ccccc34)cn12	-0.3	-3.3	-0.5	-1.4	19.5	-0.2	/	3.7	0.4	6.5
CC(=O)Nc1ccc(S(=O)(=O)NNC(=O)CCC(=O)NCc2ccccc2)cc1	0.5	0.6	-1.3	-2.4	-0.7	0.4	-2.6	1.9	-1.2	6.4
O=C(Nc1cccc(F)c1)c1c(F)c(F)c(F)c(F)c1F	2.4	-2.6	1.1	-10.0	-3.1	3.5	1.1	-0.1	1.7	3.5
Cc1[nH]c(=O)c(C#N)c(C)c1CSc1ncccn1	-2.1	-0.3	4.3	-11.5	4.5	0.6	-5.4	2.9	-0.7	3.5
N#Cc1ccccc1S(=O)(=O)N1CCN(C(=O)c2cn(-c3ccccc3)nc2-c2cccnc2)CC1	1.7	-0.9	2.1	3.2	1.5	3.9	-4.0	7.4	-1.7	9.9
CC1CCN(Cc2c(C(=O)N/N=C/c3ccc(C(C)C)cc3)nnn2-c2nonc2N)CC1	-1.2	-3.9	3.8	4.8	-0.9	-3.9	-6.9	2.0	-5.9	1.8
CCCN=Cc1ccc(O)cc1	-2.9	-1.3	3.4	0.4	-0.6	-1.7	/	1.2	-1.8	8.8
O=C(NCc1ccc2c(c1)OCO2)c1ccc2c(=O)n(C3CCCC3)c(=O)[nH]c2c1	0.1	3.1	1.2	-2.8	1.0	1.6	-5.8	9.3	1.6	0.8
COc1cc(C(=O)NCC2CCCO2)ccc1OCc1ccc(Cl)cc1 (configuration not stated)	-0.7	2.6	1.9	-3.6	0.5	-1.1	1.7	-1.4	2.1	1.3
CC1CCCC(C)N1CCCNC(=O)c1csc2c1CCCCC2 (configuration not stated)	-0.6	-1.9	-3.0	5.0	0.0	-1.5	8.5	-1.4	-4.2	3.7

Screening data as filed in PubChem.

A portion of the library, so the mix of outcomes need not match the whole.
